Screens as filed in PubChem.
STAT3 act: IL-6 driven STAT3 reporter potentiators, primary screen, U3A cells, luciferase, luminescence, MLSCN library; activation (% of control), % at 5.6 µM; 190,000 compounds, 0.91% hits; AID 871, 2007; IL-6 STAT3-luciferase reporter; 100% = signal with IL-6 EC80 alone;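 active means activation above the screen-wide mean of compound activation plus 3 SD, cut at about 130% in these data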;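 further: 0% = background luminescence of wells with medium and substrate only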
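Material: STAT3-luciferase reporter U3A cells. Controls: IL-6-treated wells, 100% activation. Read-out: % activation versus median of IL-6-stimulated wells. Probe or stimulus: IL-6 stimulus at 33 ng/mL final. Timing: compound 1 h, then IL-6 6 h at 37 °C. Signal: reporter luminescence signal.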
TR-FRET SRC-2 ct: TR-FRET signal artefacts, primary screen, artefact control for PPARgamma SRC-2 agonist project, biochemical; TR-FRET artefact counter-screen; stronger effect = higher value; TR-FRET ratio at 8 µM; 200,000 compounds, 0.4% hits; in the data active means TR-FRET ratio above about 2000; further: inactives centre near 1500
PPARg SRC-2 ag: agonists of PPARg-SRC-2 recruitment, primary screen, biochemical, HTS. Peroxisome proliferator-activated receptor gamma (Homo sapiens), P37231. PPARgamma LBD-SRC-2 recruitment. activation, % at 8 µM. 200,000 compounds, 0.34% hits; in the data active means activation above about 22%;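 further: 0% = vehicle and 100% = reference agonist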
Target sequence (P37231 whole entry, looked up, the tested form may be a part): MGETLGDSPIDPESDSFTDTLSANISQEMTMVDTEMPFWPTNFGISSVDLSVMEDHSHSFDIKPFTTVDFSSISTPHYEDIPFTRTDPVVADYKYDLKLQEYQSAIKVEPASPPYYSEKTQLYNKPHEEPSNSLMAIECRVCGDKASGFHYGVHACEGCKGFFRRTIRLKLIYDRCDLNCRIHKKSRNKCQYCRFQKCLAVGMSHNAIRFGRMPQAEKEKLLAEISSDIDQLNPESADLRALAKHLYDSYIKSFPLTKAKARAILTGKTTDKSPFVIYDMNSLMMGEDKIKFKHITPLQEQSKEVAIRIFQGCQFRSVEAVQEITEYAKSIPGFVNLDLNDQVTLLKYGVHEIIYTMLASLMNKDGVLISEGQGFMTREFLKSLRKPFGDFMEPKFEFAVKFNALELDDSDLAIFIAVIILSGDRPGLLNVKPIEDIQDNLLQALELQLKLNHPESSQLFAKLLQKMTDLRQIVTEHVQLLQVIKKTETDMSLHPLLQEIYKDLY
PPARg SRC3 recr: PPARgamma agonists recruiting SRC-3 coactivator, primary screen, biochemical; biochemical PPARgamma/SRC-3 coactivator recruitment assay; Peroxisome proliferator-activated receptor gamma (Homo sapiens), P37231; 200,000 compounds, 0.26% hits; AID 731, 2007; activation, % at 8 µM; in the data active means activation above about 23%;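 further: 0% = DMSO and 100% = reference agonist; some compounds past the cut are filed as inactive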
STAT1 inh: STAT1 signaling inhibitors, primary screen, cell-based, HTS, luciferase reporter; NIH 3T3 STAT1-luciferase reporter, IFN-gamma, luminescence; inhibition, % at 5.5 µM; 200,000 compounds, 0.35% hits; AID 920, 2007;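 active means inhibition above a set limit, the mean inhibition across all tested compounds plus 3 SD, cut at about 34% in these data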;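 further: 0% = IFN-gamma with DMSO and 100% = IFN-gamma with 300 µM nifuroxazide; values of inactives mirror those of a sister screen read the other way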
PPARg SRC1 recr: PPARgamma agonists recruiting SRC-1 coactivator, primary screen, biochemical; Peroxisome proliferator-activated receptor gamma (Homo sapiens), P37231; PPARgamma-SRC-1 coactivator recruitment biochemical assay; activation, % at 8 µM; 200,000 compounds, 0.41% hits; in the data active means activation above about 19%;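 further: 0% = DMSO and 100% = reference agonist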
STAT3 blocker: IL-6 driven STAT3 reporter inhibitors, primary screen, U3A cells, luciferase, luminescence, MLSCN library | IL-6 STAT3-luciferase reporter; host cell line lacks STAT1 | inhibition, % at 5.5 µM | 190,000 compounds, 0.89% hits | AID 862, 2007;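 active means inhibition above the mean inhibition across all screened compounds plus 3 SD, cut at about 44% in these data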;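 further: 0% = DMSO only wells and 100% = 100 µM nifuroxazide control wells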
bIAP inh: bovine intestinal alkaline phosphatase inhibitors, primary screen, selectivity assay for TNAP inhibitor project, biochemical, bovine IAP, CDP-star luminescence | 190,000 tested, under 10 active | purified bovine IAP, 30 min | alkaline phosphatase, intestinal [Bos taurus] | inhibition, % at 20 µM | AID 1019, 2008;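 active means over 50% inhibition of intestinal alkaline phosphatase at 20 µM in the single-dose screen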
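Assay system – bovine IAP enzyme · Quantity – bovine IAP at 1/65,000,000 final dilution · Detection – CDP-star luminescence signal · Times – 30 min reaction at room temperature · Also added – CDP-star substrate at 30 µM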
ROMK primary: ROMK potassium channel modulators, primary screen, cell-based, thallium flux, MLSMR library. ATP-sensitive inward rectifier potassium channel 1 (Homo sapiens), P48048. Tet-inducible ROMK, thallium flux fluorescence; actives lie on both sides. B-score at 10 µM. 130,000 compounds, 2% hits. AID 1918, 2009;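 active means signal ratio slope over the read window, or its plate-corrected B-score, at least 3 SD from the plate mean, either direction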;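 further: B-score of the F/F0 ratio slope over 7 to 12 s after thallium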
Target sequence (P48048 whole entry, looked up): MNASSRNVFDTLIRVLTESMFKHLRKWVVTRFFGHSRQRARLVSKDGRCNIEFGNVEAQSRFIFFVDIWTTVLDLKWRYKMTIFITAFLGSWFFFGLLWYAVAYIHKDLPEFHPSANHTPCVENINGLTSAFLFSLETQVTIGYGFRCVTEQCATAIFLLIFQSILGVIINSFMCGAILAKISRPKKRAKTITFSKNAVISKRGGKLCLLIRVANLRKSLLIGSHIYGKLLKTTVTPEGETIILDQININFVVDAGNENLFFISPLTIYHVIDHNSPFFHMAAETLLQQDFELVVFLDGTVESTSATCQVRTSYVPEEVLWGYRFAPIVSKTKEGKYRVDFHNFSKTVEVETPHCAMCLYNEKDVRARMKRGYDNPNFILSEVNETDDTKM
TNAP act hi DEA: TNAP activators at high phosphate acceptor level, primary screen, biochemical, luminescence, uHTS | purified TNAP, CDP-star luminescence, 1 M DEA, 30 min; stronger effect = higher value; 0 = EDTA background, 1 = DMSO-only activity | Alkaline phosphatase, tissue-nonspecific isozyme (Homo sapiens), P05186 | activation factor at 20 µM | 200,000 tested, under 10 active;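 active means activation factor at least 2 at 20 µM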
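Control set: EDTA negative control, DMSO positive control / Assay system: human TNAP / Quantity: TNAP 1/800 final / Evaluation: TNAP activation factor scaled between EDTA and DMSO control wells / Measured by: luminescent substrate turnover signal / Compound dosing: one dose, 20 µM / Times: 30 min enzyme reaction at room temperature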
bIAP act: bovine intestinal alkaline phosphatase activators, primary screen, biochemical, bovine IAP, CDP-star luminescence. alkaline phosphatase, intestinal [Bos taurus]. purified bovine IAP, 30 min; stronger effect = higher value; fold of DMSO-control signal, blank-subtracted. activation factor at 20 µM. 200,000 compounds, 0.17% hits. AID 1016, 2008;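 active means activation factor of 2 or more at 20 µM, a signal rise over negative controls twice the positive control's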
Starred values were filed as active, the others as inactive; nt = not tested or not shown.

Below each compound – bIAP inh, STAT3 act, TNAP act hi DEA, STAT3 blocker, bIAP act, STAT1 inh, ROMK primary, PPARg SRC1 recr, TR-FRET SRC-2 ct, PPARg SRC-2 ag, PPARg SRC3 recr
COCC1CCN(Cc2nc(-c3ccc4c(c3)OCO4)no2)C1 (stereo unspecified)
    7, 100, 1, 4, 0.9, -21, 0.025, 8, 1350, 8, 9
CSC1=C(C#N)C(c2cccc(Br)c2)CC(=O)N1 (stereo unspecified)
    5, 98, 1, 6, 1, 6, nt, 0, 1616, 8, 2
C/C(O)=c1/ccc2cccc3nc(C)nc1c23
    2, 97, 1, 6, 1, -9, nt, -2, 1386, -2, -1
c1ccc(CSc2nnc(-c3ccncc3)o2)cc1
    9, 92, 1, 9, 0.9, -21, -0.022, 4, 1539, 15, -4
O=C(Nc1nncs1)c1ccc(N2C(=O)C3C4C=CC(C4)C3C2=O)cc1 (stereo unspecified)
    14, 97, 1.1, 11, 0.9, -6, 0.018, -5, 1500, -5, 0
O=C(COc1ccc(Cl)cc1)N1CCN(c2ccc([N+](=O)[O-])c(N3CCOCC3)c2)CC1
    8, 101, 0.9, 3, 0.9, -4, -0.52, -4, 1450, 1, -4
CCOC(=O)C1=C(c2ccccc2)OC(N)=C(C#N)C1C(C)C (stereo unspecified)
    9, 103, 1, 1, 0.9, -2, nt, -3, 1625, 3, -4
Cc1cc(C)c(OCCCCCNCCO)c(C)c1
    0, 108, 1, -3, 1, -4, -1.1, 2, 1517, 7, 0
COc1ccc(CCN2C(=O)C3C4C=CC(C3C2=O)C2C(=O)N(CCc3ccc(OC)c(OC)c3)C(=O)C42)cc1OC (stereo unspecified)
    -10, 44, 1.1, 68*, 1.1, 14, nt, -4, 1430, -3, -8
O=C(CCCCCNc1nc(=S)[nH]c2ccccc12)NCc1ccccc1Cl
    0, 97, 1, 6, 1, 5, 0.0065, 6, 1705, 0, 1
COc1cc(CC(=O)NCCc2ccc(S(N)(=O)=O)cc2)cc(OC)c1OC
    5, 93, 1.1, 8, 0.9, 8, 0.76, 12, 1565, 7, 6
CCNc1nc(NCC)nc(SCCOc2ccc(C)cc2)n1
    8, 108, 1, -5, 0.9, 2, 0.6, 6, 1497, 2, 0
CCOC(=O)Cn1nnc(-c2ccc(OCC(C)C)cc2)n1
    6, 101, 1.1, 5, 0.9, -5, nt, 2, 1410, 4, 2
O=C(CN1C(=O)CC(c2ccccc2)=Nc2ccccc21)NC1CCCCC1
    4, 105, 1, -2, 1, -1, nt, 3, 1521, -1, 6
O=C(O)c1ccc(CSc2ccccn2)cc1
    2, 100, 1.1, 5, 1, 0, -0.062, -4, 1630, 1, 1
C=CCn1c(SCC(=O)O)nnc1-c1ccc(C(C)(C)C)cc1
    12, 103, 1.1, 0, 0.9, 3, -0.12, 0, 1577, 5, 4
C=CCn1c(NCCO)nc2sc3c(c2c1=O)CCC3
    6, 102, 1, -2, 0.9, 5, nt, 9, 1701, 1, 6
O=c1c(Cc2ccccc2)c(O)ccn1Cc1ccc2c(c1)OCO2
    -8, 94, 1, 12, 1.1, -1, 0.01, 3, 1407, 7, 2
Cc1ccc(S(=O)(=O)Nc2ccccc2C(=O)Nc2sccc2C(=O)NN(C)C)cc1
    11, 100, 1.1, 0, 0.9, -4, -2.3, 2, 1548, 6, 1
Cc1ccc(C)c(NC(=O)C(=O)NCc2ccccn2)c1
    5, 87, 1, 14, 1, 9, 0.16, 9, 1563, 2, -2

Molecules above with a cyano group:
Below each compound – bIAP inh, STAT3 act, TNAP act hi DEA, STAT3 blocker, bIAP act, STAT1 inh, ROMK primary, PPARg SRC1 recr, TR-FRET SRC-2 ct, PPARg SRC-2 ag, PPARg SRC3 recr
CSC1=C(C#N)C(c2cccc(Br)c2)CC(=O)N1 (stereo unspecified)
    5, 98, 1, 6, 1, 6, nt, 0, 1616, 8, 2
CCOC(=O)C1=C(c2ccccc2)OC(N)=C(C#N)C1C(C)C (stereo unspecified)
    9, 103, 1, 1, 0.9, -2, nt, -3, 1625, 3, -4

Returning to the listing with the 4 entries that preceded the break.
Below each compound – bIAP inh, STAT3 act, TNAP act hi DEA, STAT3 blocker, bIAP act, STAT1 inh, ROMK primary, PPARg SRC1 recr, TR-FRET SRC-2 ct, PPARg SRC-2 ag, PPARg SRC3 recr
C=CCn1c(NCCO)nc2sc3c(c2c1=O)CCC3
    6, 102, 1, -2, 0.9, 5, nt, 9, 1701, 1, 6
O=c1c(Cc2ccccc2)c(O)ccn1Cc1ccc2c(c1)OCO2
    -8, 94, 1, 12, 1.1, -1, 0.01, 3, 1407, 7, 2
Cc1ccc(S(=O)(=O)Nc2ccccc2C(=O)Nc2sccc2C(=O)NN(C)C)cc1
    11, 100, 1.1, 0, 0.9, -4, -2.3, 2, 1548, 6, 1
Cc1ccc(C)c(NC(=O)C(=O)NCc2ccccn2)c1
    5, 87, 1, 14, 1, 9, 0.16, 9, 1563, 2, -2
O=C(O)C(Cc1ccccc1)N1C(=O)c2cccc3cccc(c23)C1=O (stereo unspecified)
    13, 144*, 1.1, -45, 0.9, 12, -0.85, 0, 1488, 5, 9
COc1ccc(C2=Nn3c(nnc3-c3cccnc3)SC2)cc1
    18, 87, 1, 14, 0.8, 0, 1.5, 3, 1531, -5, -6
O=C(O)CCN1CC2([N+](=O)[O-])CC=C(OCCO)C([N+](=O)[O-])(C1)C2 (stereo unspecified)
    4, 94, 1, 17, 1, 5, -0.18, -11, 1504, -4, 2
CCOC(=O)C1(Cc2cccc(F)c2)CCN(C(=O)c2cscn2)CC1
    -8, 99, 1.1, 5, 1.1, -7, 0.13, 5, 1521, -4, 0
CN(C)/C(CN1CCCCC1)=C1\N=C(c2ccccc2)OC1=O
    4, 94, 1, 11, 1, 1, nt, 0, 1549, 3, 3
Cc1cccc(C)c1OCC(=O)N/N=C/c1cccn1C
    6, 91, 1.1, 13, 0.9, -3, -0.28, 0, 1482, 4, -10
COc1ccc(C(CC(=O)O)NC(=O)c2ccco2)cc1 (stereo unspecified)
    2, 102, 1, -2, 1, -1, 0.021, -3, 1499, 0, 15
O=C(CNC(=S)N(Cc1ccccc1)Cc1ccccc1F)NCc1ccccc1
    -30, 96, 1.1, 13, 1.3, 6, -0.69, 9, 1674, 12, -1
Nc1cccc(CCc2nc3ccccc3[nH]2)c1
    12, 98, 1, 1, 0.9, -15, 0.27, 0, 1589, 14, 0
CC(C)c1ccc(N(CC(=O)N/N=C/c2ccc(OC3CSC3)cc2)S(=O)(=O)c2ccccc2)cc1
    8, 99, 1, 0, 0.9, 4, nt, 9, 1726, -3, 3
COc1ccc2c(c1)CCc1c(C(=O)NCCc3ccc(OC)c(OC)c3)noc1-2
    7, 105, 1, 2, 0.9, 5, nt, 7, 1385, 3, 9
COC(=O)c1c(C(=O)OC)c(-c2ccc(C)cc2)n2c1CCC2
    1, 103, 1, 4, 1, 16, 0.51, 9, 1612, 8, -2
C=C(C)CNC(=S)NNC(=O)c1cc(C)oc1C
    5, 97, 1, 5, 1, -1, -0.22, -2, 1685, 10, -1
COc1ccc(Cn2nnnc2C(c2cccs2)N2CCOCC2)cc1 (stereo unspecified)
    0, 104, 1, 0, 1, 0, nt, -8, 1473, -7, -5
C=CC[N+](C)(C)C/C(Cl)=C(\Cl)c1ccccc1
    18, 90, 1, 12, 0.8, 6, 0.54, 1, 1625, 5, -2
O=C(NCC1CCCO1)C1CCC(=O)N1Cc1ccc(F)cc1 (stereo unspecified)
    -4, 104, 1, -2, 1, 0, nt, 8, 1472, -10, 9
COc1ccc(NC(=O)c2ccc3c(SCC(=O)O)c4c(nc3c2)CCCC4)c(OC)c1
    -4, 105, 1, -3, 1, -2, nt, 5, 1844, -4, 2
CCCOc1ccc(C(=O)Nc2nc(C)c(Cc3ccc4c(c3)OCO4)s2)cc1
    -15, 98, 1, 0, 1.2, -11, 1.2, 8, 1648, 1, -2
Cc1ccc(Nc2c(-c3ccccc3O)nc3cnccn23)cc1
    -25, 108, 1, -8, 1.3, -5, -1.9, 7, 1578, 0, 1
CN1CCN(C(CC(=O)Nc2cccc(O)c2)C(=O)O)CC1 (stereo unspecified)
    -1, 102, 1.1, 2, 1, 3, 0.57, 9, 1422, 0, -2
CC(C)CCc1noc(CN2CCN(c3ccc(Cl)cn3)CC2)n1
    -9, 96, 1, 8, 1.1, 4, -1.1, 7, 1675, -4, 5
CN(C)CCCNS(=O)(=O)c1ccc(Oc2ncc(C(F)(F)F)cc2Cl)cc1
    -5, 99, 1, 4, 1.1, 3, nt, 3, 1553, 13, -1
O=C(CCc1nc(-c2ccccc2)no1)NCC1CCCO1 (stereo unspecified)
    1, 107, 1, -6, 1, -2, -0.0048, 9, 1724, 0, -2
